Source: PubChem
GLP-1R inv ag: inverse agonists of human GLP-1 receptor; P43220; Potency, µM (highest dose often 38.3 µM), for the others: top-dose activity change, negative = inhibition, actives largely listed as inhibitors; HEK293 GLP-1R CRE-luciferase, luminescence, 24 h; GLP-1R form is constitutively active; actives 1.6% (n = 410,000); AID 624417; further: on the % scale 0 is the no-effect control and ±100 the full control effect; nearly all actives have a fitted effect of over 55% in size
Target sequence (P43220 whole entry, looked up): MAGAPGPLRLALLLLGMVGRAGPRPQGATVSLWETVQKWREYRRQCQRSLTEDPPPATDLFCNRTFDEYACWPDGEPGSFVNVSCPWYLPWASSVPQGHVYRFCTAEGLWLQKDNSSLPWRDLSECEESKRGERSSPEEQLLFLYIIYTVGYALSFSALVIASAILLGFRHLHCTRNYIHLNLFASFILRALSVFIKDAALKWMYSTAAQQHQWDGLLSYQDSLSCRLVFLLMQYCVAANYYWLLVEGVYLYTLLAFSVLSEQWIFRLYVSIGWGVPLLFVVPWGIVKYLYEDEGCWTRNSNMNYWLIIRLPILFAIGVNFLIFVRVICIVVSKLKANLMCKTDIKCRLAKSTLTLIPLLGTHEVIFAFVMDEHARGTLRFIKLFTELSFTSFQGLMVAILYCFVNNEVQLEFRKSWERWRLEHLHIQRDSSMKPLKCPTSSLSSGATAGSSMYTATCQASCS
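Seeding at 200 cells/uL, 12 h culture, 24 hr compound treatment, then luciferase reagent and a luminescence read; cells are HEK293 stably expressing a constitutively active GLP-1R plus cAMP-responsive luciferase.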
KB-V1 MDR tox: KB-V1 MDR subline cytotoxicity. KB-V1 MDR cells viability, CellTiter-Glo, 72 h. Potency, µM (doses to about 46.1 µM), inactives show at the top dose activity change, negative = cytotoxicity, hits mostly cytotoxic. actives 3.4% (n = 400,000); further: on the % scale 0 is the no-effect control and ±100 the full control effect; nearly all actives have a fitted effect of over 60% in size
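Luminescent ATP read-out (CellTiter-Glo, 10 min) measures survival of drug-selected KB-V1 MDR cells after 72 h, 37 degrees C compound exposure. Medium: phenol-red-free DMEM, 10% FBS. Values from fitted concentration-response curves.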
TDP43 rescue: rescues yeast growth from TDP-43 toxicity | TDP-43 expressing yeast growth rescue, BacTiter-Glo, 24 h | actives 1.8% (n = 410,000) | Potency, µM (series often up to 46.1 µM), inactives show at the top dose growth rescue (activation), most hits filed as activators; further: % of control where 0% means no effect; nearly all actives have a fitted effect of over 50% in size
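Growth rescue of TDP-43-toxic yeast measured as ATP luminescence (BacTiter-Glo). Cells grown to mid-log in raffinose, induced in galactose at OD600=0.02, exposed to compound 24 hr at 30 deg C.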
KB-3-1 cytotox: kills parental KB-3-1 adenocarcinoma cells; KB-3-1 viability, CellTiter-Glo ATP luminescence, 72 h; Potency, µM (titrated, usually from 46.1 µM), inactives show top-dose activity change, negative = cytotoxic, actives largely listed as cytotoxic; actives 1.4% (n = 400,000); AID 1347075; further: on the % scale 0 is the no-effect control and ±100 the full control effect; nearly all actives have a fitted effect of over 60% in size
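Cytotoxicity in the drug-sensitive parental line KB-3-1 was scored as loss of CellTiter-Glo luminescence following 72 h incubation with compound. Values come from curve fitting of normalized concentration-response data.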
GLP-1R agonist: agonists of human GLP-1 receptor; P43220; HEK293 GLP-1R CRE-luciferase, luminescence, 4-6 h; cells express a hypersensitive GLP-1R form; Potency, µM (doses to about 45.6 µM), for the others: at the highest dose activation, actives largely listed as activators; actives 0.007% (n = 380,000); further: % of control where 0% means no effect
HEK293 tox: cytotoxicity in counter-screen for GLP-1R inverse agonists; HEK293 cAMP-luciferase reporter cells, luminescence, 24 h; Potency, µM (highest dose often 38.3 µM), for the others: top-dose activity change, negative = inhibition, actives largely listed as inhibitors; actives 0.13% (n = 410,000);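 further: loss of luciferase light is scored as toxicity; on the % scale 0 is the no-effect control and ±100 the full control effect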
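A 23 nL compound transfer followed 12 hours of cell culture at 37 deg C; exposure then lasted 24 hr. Luciferase assay detection reagent was dispensed and plates read for luminescence after a 12 min room-temperature wait.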
HT1080NT lethal: kills 2HG-producing HT-1080-NT fibrosarcoma cells; actives 1.6% (n = 360,000); Potency, µM (top dose mostly 46.1 µM), for inactives: at the top dose activity, negative = less viability, hits mostly cytotoxic; HT-1080-NT fibrosarcoma viability, CellTiter-Glo ATP luminescence, 48 h;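 further: NT is the 2HG producing partner of a matched IDH1 knockdown line; 0% = DMSO-treated cells and -100% = media-only wells without cells; nearly all actives have a fitted effect of over 55% in size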
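HT-1080-NT; 750 cells/well; 5% FBS RPMI; 48 h compound, 37 degrees C; CellTiter-Glo luminescence; curve fitting and curve-class assignment.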
HT1080 IDH1KD tx: HT-1080 IDH1 knockdown cell toxicity (counter line). Potency, µM (titrated, usually from 46.1 µM), inactives show at the top dose activity, negative = toxicity, hits mostly cytotoxic. actives 2% (n = 360,000). HT-1080 IDH1 knockdown viability, ATP luminescence, 48 h;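 further: 0% = DMSO wells and -100% = cell-free medium wells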
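HT-1080-IDH1KD cells (IDH1 knocked down), 750/well in RPMI with 5% FBS, treated with compound 48 h at 37 degrees C. Viability by CellTiter-Glo luminescence, normalised to DMSO and no-cell wells; concentration-response curves classed.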
SW480 rerep: inducers of DNA re-replication in SW480 colon cancer cells. AID 624297. Potency, µM (titrated, usually from 46.1 µM), inactives show at the top dose re-replication activation, hits mostly activators. SW480 DNA re-replication, Hoechst DNA content imaging, 48 h. actives 1.8% (n = 340,000); further: % of control where 0% means no effect; nearly all actives have a fitted effect of over 55% in size
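Readout is total intensity of Hoechst-stained nuclei, excited at 405 nm and collected at 500-530 nm. Compound treatment lasted 48 hr at 37 C in 5% CO2 before staining.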
* marks the source's active call; other numbers are inactive results; ? = inconclusive; . = not tested or not shown; [ ] = another dose, or the depositor's remark. The call rests on the fitted dose curve; in most records, active means well fitted curve in the direction sought with a large enough effect; inconclusive means small, poorly fitted or top-dose-only effect, or another doubt; inactive means no such curve, though single readings can be large; an effect the other way counts as inactive or inconclusive. Potency means the concentration at half of the fitted maximal effect.

SMILES | GLP-1R inv ag | KB-V1 MDR tox | TDP43 rescue | KB-3-1 cytotox | GLP-1R agonist | HEK293 tox | HT1080NT lethal | HT1080 IDH1KD tx | SW480 rerep
COC(=O)C(Cc1ccccc1)NC(=O)CNC(=O)c1ccccc1OC (stereo not given) | -0.7% | 0.9% | -11.0% | 1.4% | 1.0% | -26.6% | 18.1% | 1.2% | -8.4%
Cc1ccc(C(=O)N2CCCC(CCC(=O)N3CCN(c4ccccn4)CC3)C2)cc1 (stereo not given) | -23.9% | -5.9% | -9.4% | -8.8% | 0.1% | -5.0% | -7.0% | 0.3% | 22.3%
COc1cccc(NC(=O)CN(C)C(=O)c2cc(-c3ccc(F)cc3)nc3ccccc23)c1 | 7.08µM* | ? | ? | -19.8% | -19.7% | ? | -15.5% | -29.6% | 18.9%
Cc1cc(C)n2nc(C(=O)OCC(=O)Nc3ccc4c(c3)OCCO4)nc2n1 | 3.4% | -2.0% | 6.8% | 2.4% | -2.3% | -1.5% | 0.0% | -2.9% | -11.0%
CCn1c(CC(=O)Nc2ccccc2F)nnc1SCC(=O)Nc1nnc(C)s1 | 6.8% | 8.9% | 20.3% | 18.1% | -3.5% | 3.0% | 10.0% | 11.9% | -1.8%
O=C(Nc1ccc(OC(F)(F)F)cc1)Nc1cccnc1 | ? | -21.2% | 6.1% | 0.4% | 2.4% | 1.3% | 6.4% | 5.4% | -11.1%
COc1ccc(Cc2nnc(NC(=O)CS(=O)(=O)Cc3ccccc3)s2)cc1 | -0.4% | 0.0% | 10.2% | -2.8% | 0.5% | -25.1% | 10.6% | 8.4% | 0.9%
O=C(NCc1cccnc1)c1ccccc1-c1nc(-c2ccccc2)no1 | 4.8% | ? | -19.9% | -0.4% | 1.4% | -4.0% | 6.9% | 5.8% | -9.9%
CN1CCN(c2ccc(NC(=O)c3cccc(S(=O)(=O)N4CCCC4)c3)cc2)CC1 | ? | 8.7% | -10.3% | -2.4% | -0.2% | -8.3% | 0.2% | 1.5% | -15.4%
O=C(Oc1oc(-c2ccco2)nc1C=Nc1ccccc1)c1ccco1 | 1.7% | -0.2% | -22.4% | 0.0% | -0.8% | -19.0% | -0.7% | -19.3% | -1.0%
Cc1ccc(CSc2nc3ccncc3n2CC(=O)Nc2cc(C)cc(C)c2)cc1 | ? | 14.3% | 15.2% | -9.2% | -0.8% | -25.9% | ? | ? | 2.8%
CCNC(=O)CSC1=N/C(=C\c2ccc(O)c(OCC)c2)C(=O)N1c1ccc(OC(F)F)cc1 | -14.3% | -4.6% | 5.2% | 5.5% | 2.7% | -9.5% | 12.2% | 5.9% | 10.9%
O=C(NCCCO)c1c(O)c2cccc3c2n(c1=O)CCC3 | 9.8% | 11.6µM* | -25.8% | 5.8µM* | 23.1% | -11.6% | -8.1% | -14.8% | -17.1%
CCN(C(=O)COC(=O)c1ccc[nH]c1=O)c1cccc2ccccc12 | -18.3% | -4.2% | -17.3% | 4.5% | 0.0% | 6.2% | -0.7% | 9.2% | -8.3%
COc1ccc(-n2ncc(C(C)NS(=O)(=O)c3ccc(C(C)=O)cc3)c2C)cc1 (stereo not given) | -23.5% | -1.8% | 8.6% | 23.7% | -0.4% | 2.6% | 6.1% | 6.0% | 16.3%
O=C1CCCN1C(=O)CSc1ncnc2sccc12 | -2.8% | 6.1% | 25.8% | -5.9% | -5.6% | -10.6% | 3.8% | 10.1% | -2.7%
COc1ccc(CNc2oc(-c3ccc(COc4ccc(Cl)cc4)o3)nc2C#N)cc1 | 13.7% | -10.3% | 4.7% | -9.3% | . | -2.0% | . | . | .
COc1ccc(NC(=O)NCc2cccn2Cc2ccc(F)cc2)cc1OC | -0.9% | -16.9% | 24.5% | -8.8% | . | 1.6% | . | . | .
CCOc1ncccc1C(=O)Nc1nc(C(C)(C)C)cs1 | 6.1% | -2.4% | -1.7% | -21.8% | -12.1% | 19.1% | -11.6% | -1.1% | 16.6%
Fc1ccc(Cn2nnnc2CN2CCN(C3CCCC3)CC2)cc1 | -16.0% | ? | -15.1% | -13.3% | -0.1% | -3.4% | 1.2% | 3.7%[9.24 µM] | 17.2%
CCN(CC)C(=O)c1[nH]cnc1C(=O)Nc1ccc(C)cc1 | 9.5% | -4.1% | 20.3% | 11.0% | 11.5% | 10.4% | 14.5% | 5.1% | 0.3%
O=C(CN(Cc1ccc(F)cc1)C(=O)C1CSC(=O)C1)NC1CCCCC1 (stereo not given) | 0.0% | ? | -13.3% | 0.6% | -5.0% | -8.7% | 3.3% | -13.8% | 4.5%
Fc1ccc(CNC(=S)Nc2ccc(OC(F)F)cc2)cc1 | ? | -5.5% | ? | -15.7% | 11.3% | -8.6% | 2.1% | 19.1% | -2.3%
CCN(CC)C(=O)CSc1nc2ncccc2[nH]1 | 11.1% | ? | -0.8% | 10.1% | 0.5% | 8.0% | 14.6% | 20.2% | -1.7%
COc1ccc(NC(=O)c2ccc(S(=O)(=O)N3CCCCC3)cc2)cc1OC | -7.6% | -9.6% | 10.9% | 0.7% | 1.8% | 12.8% | -8.1%[9.24 µM] | -2.0% | ?
CC1CCN(c2nc3nonc3nc2Nc2ccc(F)cc2)CC1 | ? | ? | ? | -18.1% | 14.4% | -10.0% | -21.0% | -15.8% | ?
C/C=C\C=C\C(=O)Nc1cccc(C2=NOC3(C2)C[C@H](C(N)=O)N(C(=O)c2ccccc2C(=O)c2ccccc2)C3)c1 (stereo not given in full) | -10.1% | 0.0% | 14.3% | 2.5% | -0.1% | 6.2% | -11.6% | -11.8% | -4.5%
COc1ccc(CCNC(=O)COC(=O)C2CC2)cc1 | 0.3% | ? | . | 8.8% | -2.7% | -13.4% | 13.8% | 10.1% | -47.5%[inhibitor][1.84 µM]
CCN(CC)CCCN1C(=O)C(=O)/C(=C(/O)c2c(C)nc3ccccn23)C1c1ccc(C)o1 (stereo not given) | 14.8% | -2.3% | 5.0% | 0.2% | -5.0% | 3.9% | -0.1% | 1.9% | -4.7%
O=C1C=C(c2cccc3c2sc2ccccc23)C[C@@H](c2ccc(F)cc2)C1 | -5.7% | -11.8% | -6.1% | 9.2% | -0.9% | -5.7% | 1.1% | 12.3% | -9.1%

Taken from above.
Result for `Fc1ccc(CNC(=S)Nc2ccc(OC(F)F)cc2)cc1` in KB-3-1 cytotox: -15.7%
Result for `Fc1ccc(Cn2nnnc2CN2CCN(C3CCCC3)CC2)cc1` in TDP43 rescue: -15.1%
Result for `CCN(CC)C(=O)CSc1nc2ncccc2[nH]1` in TDP43 rescue: -0.8%
Result for `CCN(CC)CCCN1C(=O)C(=O)/C(=C(/O)c2c(C)nc3ccccn23)C1c1ccc(C)o1` (stereo not given) in GLP-1R inv ag: 14.8%
Result for `CCOc1ncccc1C(=O)Nc1nc(C(C)(C)C)cs1` in GLP-1R inv ag: 6.1%

The listing continues.
SMILES | GLP-1R inv ag | KB-V1 MDR tox | TDP43 rescue | KB-3-1 cytotox | GLP-1R agonist | HEK293 tox | HT1080NT lethal | HT1080 IDH1KD tx | SW480 rerep
Cc1cc(C)nc(NS(=O)(=O)c2ccc(NC(=S)NC(=O)C(C)(C)C)cc2)n1 | -2.4% | 6.7% | -9.6% | 0.8% | -8.4% | -13.5% | 9.8% | 3.2% | -2.4%
CCc1ccc(-c2cc(C)no2)cc1S(=O)(=O)Nc1ccc(Cl)cc1 | ? | 16.4µM* | 22.4µM* | ? | . | ? | . | . | .
COc1cc(N2C(=O)CC3(CCCC3)CC2=O)cc(OC)c1OC | -5.2% | 1.6% | 9.9% | 2.5% | 0.6% | 1.4% | 7.3% | 1.7% | -13.2%
CC(=O)c1ccc(NS(=O)(=O)c2ccccc2)cc1 | 64.1%[activator] | 3.0% | 11.2% | 11.2% | -1.0% | -1.6% | 4.2% | -0.6% | -0.4%
CCOC(=O)C1=C(c2ccccc2)c2ccccc2OC1C(=O)OCC (stereo not given) | ? | 0.0% | 26.8% | 0.0% | -1.6% | -6.6% | -1.2% | 1.8% | -6.4%
CN(C)c1ccc(C2CNC(c3ccc(Cl)c([N+](=O)[O-])c3)c3[nH]c4ccccc4c32)cc1 (stereo not given) | 4.47µM* | -23.8% | 6.3% | ? | -2.3% | 14.7% | -7.5% | -22.9% | 14.6µM*
CC(C)(C)C1CCc2c(sc(NC(=O)c3noc4c3CCCC4)c2C#N)C1 (stereo not given) | 1.9% | ? | 0.6% | 22.6% | . | -1.0% | . | . | .
CCCCC(CC)CNC(=O)c1ncn[nH]1 (stereo not given) | -6.3% | -0.2% | 5.3% | -4.7% | -8.3% | 3.8% | -0.3% | 7.3% | 5.1%
COCc1cc(C)nc2c1C(=O)NC(c1ccc(F)cc1)N2Cc1ccccc1 (stereo not given) | -4.1% | 2.8% | 9.4%[9.22 µM] | 18.4% | . | 6.6% | . | . | .
CCCCc1nnc(NC(=O)CSc2nc(=O)cc(N)n2-c2ccccc2)s1 | 0.0% | 0.8% | -19.9% | 26.2% | 7.2% | -20.2% | 0.7% | 4.2% | -9.6%
Cc1ccc2nc(SC(C)C(=O)NC3CCCC3)[nH]c2c1 (stereo not given) | ? | -22.8% | 0.4% | -6.7% | 6.7% | -2.3% | -15.5% | -21.4% | 11.6%
O=C(NCCSCc1ccco1)Nc1cc(Cl)cc(Cl)c1 | ? | ? | ? | -6.3% | 9.1% | -29.1% | -7.1% | ? | ?
N#C/C(=C\c1ccc(Cl)c([N+](=O)[O-])c1)c1ccccn1 | 54.8%[activator] | -11.0% | ? | 14.1% | -3.6% | 19.8% | 14.6µM* | 10.3µM* | ?

2 entries drawn at random from the list so far, as already listed:
SMILES | GLP-1R inv ag | KB-V1 MDR tox | TDP43 rescue | KB-3-1 cytotox | GLP-1R agonist | HEK293 tox | HT1080NT lethal | HT1080 IDH1KD tx | SW480 rerep
CC(=O)c1ccc(NS(=O)(=O)c2ccccc2)cc1 | 64.1%[activator] | 3.0% | 11.2% | 11.2% | -1.0% | -1.6% | 4.2% | -0.6% | -0.4%
CN(C)c1ccc(C2CNC(c3ccc(Cl)c([N+](=O)[O-])c3)c3[nH]c4ccccc4c32)cc1 (stereo not given) | 4.47µM* | -23.8% | 6.3% | ? | -2.3% | 14.7% | -7.5% | -22.9% | 14.6µM*

Not a hit list; overall some 9.4% were active at least once.
